Screens deposited in PubChem by several laboratories.
V1aR counter – agonists of human V1a receptor, primary screen, counter-screen for OXTR agonist project, fluorescence, CHO-V1R cells; activation, % at 3 µM; actives 0.25% (n = 320,000); Fluo-8 calcium fluorescence, agonist mode; 0% DMSO, 100% 3 nM vasopressin;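 active means activation above the mean activation of all tested compounds plus 3 SD, per screening run, cut at about 20% in these data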;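 further: signal is peak over basal fluorescence ratio across a 100 second FLIPR read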
Target sequence (P37288 whole entry, looked up): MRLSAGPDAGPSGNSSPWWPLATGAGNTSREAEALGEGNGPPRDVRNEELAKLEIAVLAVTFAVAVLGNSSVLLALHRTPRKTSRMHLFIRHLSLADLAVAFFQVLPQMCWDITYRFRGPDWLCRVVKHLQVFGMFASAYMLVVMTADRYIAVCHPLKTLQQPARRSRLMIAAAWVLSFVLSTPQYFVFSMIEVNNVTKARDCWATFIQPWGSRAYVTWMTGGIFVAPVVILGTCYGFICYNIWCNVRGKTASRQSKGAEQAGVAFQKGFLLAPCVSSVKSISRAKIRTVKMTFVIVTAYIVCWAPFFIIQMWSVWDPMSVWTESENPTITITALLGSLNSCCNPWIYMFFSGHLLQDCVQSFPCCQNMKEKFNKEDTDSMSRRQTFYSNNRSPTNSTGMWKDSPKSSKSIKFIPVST
IMP-1 inhibitor – IMP-1 metallo-beta-lactamase inhibitors, primary screen, biochemical, epi-absorbance readout, Pseudomonas aeruginosa enzyme | actives 0.45% (n = 290,000) | purified IMP-1, nitrocefin hydrolysis, epi-absorbance fluorescence | AID 1556, 2009 | inhibition, % at 5.6 µM;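 active means inhibition above the mean plus 3 SD of all compounds in the same screening run, cut at about 4.5% in these data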;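 further: 0% = IMP-1 with DMSO and 100% = DMSO wells lacking enzyme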
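assay system = purified recombinant IMP-1 metallo-beta-lactamase enzyme | schedule = 15 min preincubation plus 25 min reaction at 25 °C | signal = Epi-absorbance fluorescence, 480 nm excitation, 530 nm emission | read-out basis = percent inhibition from optical density relative to buffer-blank wells | controls = IMP-1 with DMSO as 0%, enzyme-free DMSO as 100%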
GPR7 antag – GPR7 receptor antagonists, primary screen, cell-based, fluorescence, single concentration | Neuropeptides B/W receptor type 1 (Homo sapiens), P48145 | GPR7-expressing cells, fluorescence antagonist assay | inhibition, % at 4.4 µM | actives 1.1% (n = 290,000) | AID 1861, 2009; in the data active means inhibition above about 16%, passing the limit was not always enough;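 further: cells stimulated with the agonist NPW; 0% = agonist with vehicle and 100% = vehicle without agonist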
OXTR agonist – human OXTR agonists, primary screen, fluorescence, CHO-OTR cells, Fluo-8 calcium; Oxytocin receptor (Homo sapiens), P30559; Fluo-8 calcium fluorescence; normalized: DMSO 0%, oxytocin 100%; activation, % at 3 µM; actives 0.32% (n = 320,000);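 active means activation above the mean of all tested compounds plus 3 SD, cutoff set per screening run, cut at about 20% in these data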;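 further: peak over basal fluorescence ratio from a 100 s FLIPR kinetic read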
Target sequence (P30559 whole entry, looked up): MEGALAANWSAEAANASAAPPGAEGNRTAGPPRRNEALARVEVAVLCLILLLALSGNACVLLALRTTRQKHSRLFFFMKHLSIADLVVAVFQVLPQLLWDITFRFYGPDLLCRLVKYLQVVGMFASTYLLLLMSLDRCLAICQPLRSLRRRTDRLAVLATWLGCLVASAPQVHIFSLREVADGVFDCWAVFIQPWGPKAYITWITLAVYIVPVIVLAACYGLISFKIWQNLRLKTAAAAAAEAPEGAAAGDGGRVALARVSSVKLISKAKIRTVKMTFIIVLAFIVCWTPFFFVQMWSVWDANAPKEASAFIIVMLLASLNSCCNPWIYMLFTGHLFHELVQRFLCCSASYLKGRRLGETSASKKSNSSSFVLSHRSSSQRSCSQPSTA
PHOSPHO1 inh – PubChem AID 1565; Phosphoethanolamine/phosphocholine phosphatase (Homo sapiens), Q8TCT1; inhibition, % at 13.3 µM; recombinant PHOSPHO1, absorbance phosphatase assay; actives 1.1% (n = 290,000); in the data active means inhibition above about 60%
Target sequence (Q8TCT1 whole entry, looked up): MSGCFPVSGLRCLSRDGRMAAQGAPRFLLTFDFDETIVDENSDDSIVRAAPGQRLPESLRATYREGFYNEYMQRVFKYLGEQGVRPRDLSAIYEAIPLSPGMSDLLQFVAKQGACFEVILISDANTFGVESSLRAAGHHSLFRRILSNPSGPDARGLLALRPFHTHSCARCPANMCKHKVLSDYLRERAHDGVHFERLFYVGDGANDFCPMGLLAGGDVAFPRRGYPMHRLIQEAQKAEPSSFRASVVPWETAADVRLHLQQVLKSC
HCV NS3 hel inh – inhibitors of HCV NS3 helicase, primary screen, biochemical, Cy5 molecular beacon fluorescence; actives 0.56% (n = 290,000); Hepatitis C virus NS3 helicase; NS3 helicase DNA unwinding; inhibition, % at 10.9 µM;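 active means inhibition above the mean of all tested compounds plus 3 SD, set per campaign, cut at about 35% in these data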;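 further: 0% = DMSO wells and 100% = thioflavine S control wells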
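Compound dosing – single dose, 10.9 µM nominal final, DMSO 0.8% final · System – NS3 helicase fragment of HCV · Buffer or medium – MOPS pH 6.5, MgCl2, DTT, Tween20, BSA · Signal – Cy5 beacon fluorescence read at start and 1 h · Also added – annealed dual-labelled DNA beacon duplex, ATP-started · Schedule – 1 h at 25 °C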
GalR3 antag – GalR3 antagonists in HEK293 cells, primary screen, cell-based, fluorescence readout | HEK293 GalR3-CNG cAMP membrane potential fluorescence; galR3 body fused to GalR1 C-terminus | inhibition, % at 3 µM | actives 0.44% (n = 360,000) | AID 651719, 2012;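 active means inhibition above the screen-wide average plus 3 SD, cut at about 13% in these data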;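 further: forskolin and galanin both at EC90 stimulate the cells; cAMP rise reported by CNG channel membrane potential dye signal; 0% = forskolin plus galanin with DMSO and 100% = forskolin alone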
DNA FID counter – compounds displacing fluorescent DNA intercalator, primary screen, artefact control for HCV NS3 helicase inhibitor project, biochemical, FID fluorescence. actives 0.17% (n = 290,000). DNA fluorescent intercalator displacement. inhibition, % at 7.9 µM; in the data active means inhibition above about 37%;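 further: 0% = vehicle and 100% = reference compound; higher means more ethidium bromide displaced from hairpin DNA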
VIM-2 inhibitor – VIM-2 metallo-beta-lactamase inhibitors, primary screen, biochemical, epi-absorbance readout, Pseudomonas aeruginosa enzyme. purified VIM-2, nitrocefin hydrolysis, epi-absorbance fluorescence. actives 0.89% (n = 290,000). AID 1527, 2009. inhibition, % at 5.6 µM;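 active means inhibition above the mean of all tested compounds plus 3 SD, cutoff set per screening run, cut at about 7.5% in these data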;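 further: red hydrolysis product quenches plate fluorescence so inhibitors raise well fluorescence; 0% = enzyme with DMSO and 100% = DMSO without enzyme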
Numbers without * were called inactive; x = no result given.

SMILES | V1aR counter | IMP-1 inhibitor | GPR7 antag | OXTR agonist | PHOSPHO1 inh | HCV NS3 hel inh | GalR3 antag | DNA FID counter | VIM-2 inhibitor
O=C(OCC(=O)N(C1CCCCC1)C1CCCCC1)c1cnccn1 | 0.1 | -0.7 | -5 | -1.0 | 24 | -11 | -1 | -14 | -0.6
COc1ccc(/C=N/Nc2nncn2N)cc1Br | 0.1 | -1.6 | -10 | -0.1 | 14 | 15 | -10 | 3 | -1.2
Cc1cc(C(=O)O)ccc1-n1c(C)ccc1C | 2.8 | -4.0 | -7 | 0.0 | x | 78* | x | -24 | 0.8
COc1cc2c(C(=O)NCc3ccc4c(c3)OCO4)cn(C)c(=O)c2cc1OC | 1.4 | -6.0 | -13 | -0.2 | 2 | 14 | -1 | -10 | -5.2
Cc1ccc(Cl)cc1N1CCN(C(c2ccc(C#N)cc2)c2nnnn2C2CCCC2)CC1 (stereo unspecified) | 0.9 | -2.0 | 31 | 2.9 | -12 | -17 | -6 | -8 | -0.7
Cc1ccc(CNC(=O)C2CC=CCC2C(=O)O)cc1 (stereo unspecified) | 0.1 | -0.1 | -8 | 0.6 | x | 5 | -4 | -4 | 1.1
CN(C(=O)COC(=O)/C=C/c1ccc(S(=O)(=O)N2CCc3ccccc32)cc1)C1CCS(=O)(=O)C1 (stereo unspecified) | 0.6 | -2.0 | -17 | 0.6 | 48 | -5 | 3 | -7 | -2.0
CCOc1cc2[nH]c(=S)n(Cc3ccc(C(=O)NCCOC)cc3)c(=O)c2cc1OCC | -1.1 | 2.2 | -14 | -1.4 | 18 | 2 | -4 | -15 | -6.0
C/C(=N\NC(=O)Cc1c(C)[nH][nH]c1=O)c1cccc(Br)c1 | -0.4 | 0.7 | -5 | 0.3 | -5 | 10 | -5 | -1 | 0.8
CCCCC1=CC2=CC(=O)C(C)(OC(=O)CC)C(=O)C2=CN1C(CO)CO (stereo unspecified) | 0.1 | x | x | 0.8 | -4 | x | -2 | x | x
Cc1cc(=O)oc2cc(OCC(=O)NC3CC(C)(C)NC(C)(C)C3)c(Cl)cc12 | -0.3 | -0.5 | 2 | 0.9 | 48 | 2 | -4 | 16 | 0.6
Cn1ncc2c(=O)[nH]cnc21 | 1.9 | -2.4 | -10 | 0.1 | 13 | 4 | -1 | 2 | 0.1
CC(C(=O)N1CCN(c2ccccc2)CC1)N1C(=O)C2CC=CCC2C1=O (stereo unspecified) | 1.2 | -3.4 | -7 | -0.7 | 4 | 1 | -1 | -9 | -2.8
Cc1nn(Cc2ccccc2Cl)c2sc(C(=O)NC(C)(C)C)cc12 | -0.8 | -2.0 | -8 | -2.2 | 0 | -1 | -4 | -28 | -1.5
CCOC(=O)C(=O)N1CCC(C(=O)OC)CC1 | 0.8 | -1.4 | -12 | 1.4 | 8 | -1 | -5 | -4 | -2.6
CCCCc1ccc(NC(=S)N2CCCC2)cc1 | x | -2.2 | -8 | x | 42 | 3 | -4 | -20 | -5.1
Cc1ccc2oc(=O)c(/C=C(\O)c3ccco3)nc2c1 | 1.1 | -0.1 | 11 | 1.1 | 15 | 19 | -3 | -1 | -2.0
NC(=O)c1ccc(NC(=O)CSc2cn(CC(=O)N3CCOCC3)c3ccccc23)cc1 | 1.0 | 0.9 | 0 | 1.1 | 43 | -1 | 1 | -10 | -0.9
COCCCNC(=S)N(Cc1ccccc1)Cc1ccc(F)cc1 | -0.6 | -2.7 | 1 | -2.2 | 9 | 14 | -7 | -20 | -2.1
CCCCOC(=O)Nc1nnc(CC)s1 | -0.2 | 0.2 | 5 | -0.1 | 7 | 9 | -3 | -5 | -0.2
CN(C)c1cccc(N(C)C)c1CNC(=O)C(C)(C)C | -0.8 | -2.1 | 1 | -1.0 | 29 | 2 | -3 | -16 | -2.8
COc1ccc2cc(CCNC(=O)C(C)(C)C)c(=O)[nH]c2c1 | -0.1 | -1.9 | -11 | 0.5 | -1 | 2 | 0 | -7 | -0.5
CCC1CCCCN1C(=O)COc1ccc(N(C)S(=O)(=O)c2ccc(C)cc2)cc1 (stereo unspecified) | 2.4 | -3.2 | -5 | -1.4 | 24 | 4 | 0 | -48 | -1.8
Cc1ccc(N(Cc2ccccc2)C(=O)CN2C(=O)NC3(CCCC3)C2=O)cc1 | 1.4 | -2.7 | -8 | -0.1 | 58 | -7 | 0 | -48 | -2.2
CC(C)C(=O)Nc1ccc(C(=O)NNC(=O)CCCOc2ccc(Cl)cc2Cl)cc1 | 2.2 | -2.3 | 3 | 9.6 | 17 | -2 | -5 | -10 | -3.6
COc1ccccc1NC(=O)N1CCN(c2ccc3nncn3n2)CC1 | 0.4 | -2.0 | -13 | 0.5 | 16 | -1 | 5 | -9 | -1.1
NC(=O)c1ccccc1NC(=O)CCCCCn1nnc2ccccc2c1=O | 0.1 | -2.7 | -14 | 1.6 | x | 1 | -8 | -21 | -2.6
CCCOc1ccccc1C(=O)N(Cc1ccc(C)o1)C1CCS(=O)(=O)C1 (stereo unspecified) | -0.1 | -1.2 | -3 | 0.2 | 14 | 6 | -7 | -27 | -1.1
CC(=O)c1c(C(C)=O)c(C)n(Cc2ccc3c(c2)OCO3)c1C | 6.4 | -3.9 | -6 | 9.6 | 5 | 1 | -6 | -3 | -1.8
C/C(=N\N1CCN(c2ccccc2)CC1)c1ccncc1 | -0.5 | -2.5 | -7 | 0.3 | -16 | 10 | -2 | -2 | -1.6
CCOC(=O)CSc1nc(C(C)(C)C)cc(C(F)(F)F)c1C#N | -1.6 | 0.0 | -16 | -3.0 | -18 | 11 | -4 | -13 | -2.8
CCn1c(SCC(=O)NCc2cccs2)nnc1-c1cccs1 | -1.4 | -5.1 | -5 | -1.8 | -14 | -9 | -3 | 2 | -2.2
Cc1nc2c(-c3ccc(F)cc3)c(C)nn2c(C)c1CCC(=O)NC(C)CCc1ccco1 (stereo unspecified) | -1.5 | -0.5 | -2 | -1.0 | -8 | 6 | 3 | -32 | -1.9
O=C(/C=C/c1ccc(Cl)cc1)N(c1ccccn1)C1CCCCC1 | -1.2 | -4.4 | -1 | -2.6 | 6 | -7 | -3 | -11 | -2.3
CCOC(=O)c1c(NC(=S)Nc2ccc(C)cc2)sc2c1CCC2 | 1.0 | -3.4 | -7 | -0.3 | 6 | 7 | -11 | 2 | -4.6
Cc1c(C(=O)Nc2ccccc2)sc2ncn(CC(=O)N3CCCCC3)c(=O)c12 | 5.7 | -5.2 | -7 | 4.9 | 23 | 15 | -10 | -30 | -1.9
COc1ccc(Nc2c3ccccc3nc3ccccc23)cc1 | 1.8 | -4.2 | 7 | 0.5 | x | -3 | -10 | 26 | 9.2*
CCCN1C(=O)c2cc(C(=O)NC3CCCCCC3)ccc2C1O (stereo unspecified) | -0.5 | -3.8 | -5 | -0.4 | 6 | 2 | -2 | -17 | -6.9
CC(C)=CCN1CCNC(=O)C1CC(=O)NCc1nc(C)c(C)s1 (stereo unspecified) | 0.6 | -0.2 | 10 | -0.5 | 15 | 12 | -5 | -11 | 1.5
Cn1c2ccccc2c(=O)n2c(=O)c3ccccc3cc12 | -0.3 | -2.0 | -8 | 0.8 | 11 | 1 | x | 2 | 0.0

Complete entries as entered above.
`Cn1c2ccccc2c(=O)n2c(=O)c3ccccc3cc12` is listed as V1aR counter: -0.3; IMP-1 inhibitor: -2.0; GPR7 antag: -8; OXTR agonist: 0.8; PHOSPHO1 inh: 11; HCV NS3 hel inh: 1; GalR3 antag: x; DNA FID counter: 2; VIM-2 inhibitor: 0.0
`Cc1nc2c(-c3ccc(F)cc3)c(C)nn2c(C)c1CCC(=O)NC(C)CCc1ccco1` (stereo unspecified) is listed as V1aR counter: -1.5; IMP-1 inhibitor: -0.5; GPR7 antag: -2; OXTR agonist: -1.0; PHOSPHO1 inh: -8; HCV NS3 hel inh: 6; GalR3 antag: 3; DNA FID counter: -32; VIM-2 inhibitor: -1.9

Further records follow.
SMILES | V1aR counter | IMP-1 inhibitor | GPR7 antag | OXTR agonist | PHOSPHO1 inh | HCV NS3 hel inh | GalR3 antag | DNA FID counter | VIM-2 inhibitor
CC1(C)Cc2c(sc3nc(-c4cccs4)n(N)c(=O)c23)CO1 | 7.6 | -1.8 | 0 | 13 | -8 | -1 | -8 | -5 | 3.8
O=C(/C=C/c1ccco1)NC(=S)Nc1ccc(C(=O)O)cc1 | 1.8 | 1.4 | 2 | 0.1 | 31 | 30 | -11 | -5 | 0.3
COc1ccc(Br)cc1/C=C/C(=O)NCC(=O)O | -0.1 | -3.0 | -2 | -0.2 | -1 | -3 | -4 | -4 | -2.6
O=C(CSc1ncnc2c1nnn2Cc1ccccc1F)NCC1CCCO1 (stereo unspecified) | 1.7 | -2.9 | 6 | 0.0 | 38 | 3 | 2 | -28 | -2.4
Cc1cccc(N(C)S(=O)(=O)c2ccc3c(c2)NC(=O)CC(=O)N3)c1 | 0.0 | -3.0 | 3 | 1.0 | 2 | 1 | -8 | -5 | -1.8
O=C(Cc1ccccc1)NNC(=O)C1CCN(c2ncccn2)CC1 | -0.2 | -2.1 | -17 | 0.8 | 2 | 10 | 2 | -6 | -1.1
CN(C)c1ccc(NC(=O)CSc2nnc(-c3cccs3)n2Cc2ccco2)cc1 | -0.7 | -1.4 | 4 | -1.4 | 90* | -6 | -5 | -19 | 4.9
CCn1nc(C)c(C2C(C#N)=C(N)Oc3n[nH]c(C)c32)c1C (stereo unspecified) | 0.0 | -3.4 | -10 | 1.1 | 11 | 4 | -1 | -1 | -2.4
O=C(N/N=C/c1cccc(OC2CSC2)c1)c1ccccc1O | 13 | -2.6 | 2 | 13 | 38 | -3 | -1 | 0 | -3.0
Cc1ccc(CNC(=O)c2cccc(-n3cnnn3)c2)cc1 | 1.1 | -4.5 | -4 | 1.1 | 2 | 7 | -6 | 3 | -1.4
O=C(NCCN1CCN(C(=O)c2ccc(Br)cc2)CC1)c1ccc(Br)cc1 | 4.0 | -2.3 | -5 | -0.2 | -15 | -8 | -3 | -24 | 0.6
CC(Sc1nc2c(c(=O)n(C)c(=O)n2C)n1Cc1cc2c(cc1Cl)OCO2)C(=O)O (stereo unspecified) | -0.2 | -2.9 | 9 | -0.5 | -4 | 1 | -3 | -35 | -1.1
CCOc1ccc2[nH]c3c(NCCO)ncnc3c2c1 | x | -1.9 | 1 | x | -12 | 18 | -10 | 9 | -1.7
CCOC(=O)CN1CC23C=CC(O2)C(C(=O)NCc2ccc(C)cc2)C3C1=O (stereo unspecified) | 0.0 | -1.8 | -14 | 0.1 | -13 | 5 | x | -6 | -4.9
N#CC1=C(N)SC(N)=C(C#N)C1CCC1CCCCC1 | 19 | 0.5 | -6 | 15 | 37 | 53* | x | -5 | -3.6
CCOc1ccc(OCc2cccc(C(=O)Nc3ccc(CN4CCCCC4)cc3)c2)cc1 | 3.2 | -1.3 | 5 | 5.3 | -7 | -87 | 0 | 6 | -3.4
